# Screens (PubChem)
# SENP6 inh: SENP6 protease inhibitors, primary screen, biochemical, luminescence, uHTS. inhibition, % at 10 µM. Recombinant SENP6 catalytic domain, aminoluciferin luminescence. hit rate 1.8% among 330,000;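 active = inhibition above about 50% at the single tested dose, limit read from the data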;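 note: plate controls were DMSO wells with enzyme for no effect and DMSO wells lacking enzyme for full effect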
# UBC13 inh: UBC13 polyubiquitin chain formation inhibitors, primary screen, biochemical, TR-FRET, uHTS. AID 485273, 2010. hit rate 0.47% among 330,000. inhibition, % at 20 µM. Ubiquitin-conjugating enzyme E2 N (Homo sapiens), P61088; in the data active = inhibition above about 45%, passing the limit was not always enough
# Target sequence (P61088 whole entry, looked up): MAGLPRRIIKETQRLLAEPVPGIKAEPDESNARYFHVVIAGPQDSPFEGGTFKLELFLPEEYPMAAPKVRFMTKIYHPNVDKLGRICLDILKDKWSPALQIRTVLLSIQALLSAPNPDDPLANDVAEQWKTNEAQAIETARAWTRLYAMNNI
# MIN6 prolif: inducers of MIN6 beta-cell proliferation, primary screen, ATP luminescence, uHTS; MIN6 cells proliferation, ATPlite luminescence, 48 h; cells starved in 0.2% serum; 100% = growth in 10% serum; proliferation, % at 10 µM; hit rate 0.29% among 330,000; AID 2380, 2010;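 active = compounds whose signal lies at least 3.5 SD above the mean of all wells on their plate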;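 note: 0% = DMSO-treated cells in low-serum medium and 100% = 10% serum control; some compounds called inactive have numbers as strong as hits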
# HKDC1 inh: HKDC1 hexokinase inhibitors, primary screen, biochemical, fluorescence, uHTS; recombinant HKDC1, G6PDH/diaphorase resazurin coupled fluorescence; inhibition, % at 20 µM; hit rate 0.16% among 340,000; AID 493160, 2011;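 active = inhibition above about 35% when tested at 20 µM, limit read from the data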;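 note: plate controls were DMSO wells with enzyme for no effect and DMSO wells lacking enzyme for full effect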
# Target sequence (Q2TB90 whole entry, looked up): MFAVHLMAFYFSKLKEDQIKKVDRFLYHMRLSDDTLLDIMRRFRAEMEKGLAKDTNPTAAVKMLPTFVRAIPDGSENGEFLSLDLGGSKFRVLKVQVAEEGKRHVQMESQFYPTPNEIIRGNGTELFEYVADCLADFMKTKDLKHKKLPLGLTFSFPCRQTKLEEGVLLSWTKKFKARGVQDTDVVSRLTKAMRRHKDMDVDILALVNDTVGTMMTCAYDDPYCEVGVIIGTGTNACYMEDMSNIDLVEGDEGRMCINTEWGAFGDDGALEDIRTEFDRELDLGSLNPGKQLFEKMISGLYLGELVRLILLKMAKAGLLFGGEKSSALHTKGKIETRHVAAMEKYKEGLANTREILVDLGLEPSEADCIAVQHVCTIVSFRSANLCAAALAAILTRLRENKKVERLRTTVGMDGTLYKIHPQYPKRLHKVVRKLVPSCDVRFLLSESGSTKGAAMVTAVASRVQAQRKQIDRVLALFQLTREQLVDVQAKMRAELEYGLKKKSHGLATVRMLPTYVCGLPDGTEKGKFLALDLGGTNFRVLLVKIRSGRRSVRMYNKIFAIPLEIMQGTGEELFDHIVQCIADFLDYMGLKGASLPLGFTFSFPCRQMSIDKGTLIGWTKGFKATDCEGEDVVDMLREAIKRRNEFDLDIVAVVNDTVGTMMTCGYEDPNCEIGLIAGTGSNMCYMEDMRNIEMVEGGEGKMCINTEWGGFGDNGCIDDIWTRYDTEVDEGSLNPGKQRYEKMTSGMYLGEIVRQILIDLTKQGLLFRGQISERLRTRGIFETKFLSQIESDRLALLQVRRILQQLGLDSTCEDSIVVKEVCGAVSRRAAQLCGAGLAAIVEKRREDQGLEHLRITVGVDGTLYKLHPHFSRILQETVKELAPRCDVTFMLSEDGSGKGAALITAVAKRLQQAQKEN
#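 Test system: HK5 enzyme. Quantity: 5 µg/mL HK5 final. Reagent: glucose and ATP substrates. Schedule: 90 min reaction incubation at room temperature, dark. Technique: resazurin-to-resorufin fluorescence via G6PDH and diaphorase coupling, 525/613 nm. Control set: DMSO wells with and without enzyme mix.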
# SENP1 inh: human SENP1 catalytic domain inhibitors, primary screen, biochemical, FRET, uHTS; Sentrin-specific protease 1 (Homo sapiens), Q9P0U3; recombinant SENP1 catalytic domain, CyPet-SUMO1-YPet FRET cleavage; inhibition, % at 10 µM; hit rate 0.21% among 360,000; AID 624204, 2012;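 active = inhibition at least 30% at 10 µM, raw YFP signal under a set limit, fluorescence ratio 0.5 to 1.5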;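 note: 0% = enzyme with DMSO and 100% = no enzyme wells; some results filed as inactive read as strong as hits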
#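 Assay system: hSENP1 catalytic domain, recombinant. Amount: SENP1 enzyme, 20 pM final. Schedule: 50 min reaction, RT, dark. Technique: FRET, CFP and YFP emission. Control set: no-enzyme wells low, DMSO-plus-enzyme wells high control.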
# SENP7 inh: SENP7 protease inhibitors, primary screen, biochemical, luminescence, uHTS; Sentrin-specific protease 7 (Homo sapiens), Q9BQF6; recombinant SENP7, Z-RLRGG-aminoluciferin luminescence, 40 min; inhibition, % at 5 µM; hit rate 1.5% among 330,000; AID 434973, 2010;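 active = inhibition above about 50% at the single test dose, limit read from the data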;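 note: plate controls were DMSO with enzyme for no effect and no enzyme buffer wells for full effect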
# SENP8 block-1: SENP8 protease inhibitors, primary screen, biochemical, luminescence; AID 2540, 2010; purified SENP8, Z-RLRGG-aminoluciferin cleavage; hit rate 1.2% among 330,000; inhibition, % at 10 µM; Sentrin-specific protease 8 (Homo sapiens), Q96LD8; in the data active = inhibition above about 50%
# PfGluPho inh: PfG6PD enzyme inhibitors, primary screen, biochemical, fluorescence intensity, uHTS. inhibition, % at 20 µM. hit rate 0.78% among 350,000. PfGluPho enzyme, NADPH resazurin-diaphorase fluorescence. AID 504690, 2011;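 active = inhibition reaching at least a set limit at 20 µM in the primary screen, cut at about 59% in these data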;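 note: 0% = DMSO wells with substrate and 100% = DMSO wells lacking glucose-6-phosphate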
# SENP8 block-2: human SENP8 protease inhibitors, primary screen, biochemical, fluorescence, Nedd8 protein substrate, uHTS; recombinant SENP8; inhibition, % at 20 µM; hit rate 0.64% among 360,000; AID 602440, 2012; in the data active = inhibition mostly above about 40%, no sharp cut-off; inactive = mostly below about 27%
# The depositor's hits bear a star; · = no result given.
SMILES,SENP6 inh,UBC13 inh,MIN6 prolif,HKDC1 inh,SENP1 inh,SENP7 inh,SENP8 block-1,PfGluPho inh,SENP8 block-2
COc1ccc(CC(=O)NCc2nnc(SCc3ccc([N+](=O)[O-])cc3)n2C)cc1,-26,-4,0,1,0,-12,-3,-3,9
CC1CCCC(C)N1C(=O)COC(=O)c1cccnc1Cl (stereo not drawn),-4,-1,-3,-4,0,5,-4,-2,17
CC1CN(C(=O)CCC(=O)NCc2ccc(Cl)cc2)c2ccccc2S1 (stereo not drawn),-17,14,-3,2,2,-12,-12,2,12
Cc1ccccc1NC(=O)c1ccccc1NS(=O)(=O)c1cccc2cccnc12,-26,-1,-1,-5,1,-9,-9,-32,11
O=C(C(=O)c1ccc(O)c(O)c1)c1ccc(O)c(O)c1,·,·,·,-7,2,·,·,-18,23
Cc1ccc(NC(=O)CN(C)C(=O)C(Sc2ccccc2)c2ccccc2)cc1 (stereo not drawn),8,13,-3,1,0,4,5,3,11
CN(CC(=O)NCc1ccccn1)S(=O)(=O)c1ccc(Br)cc1,-8,10,1,-6,2,5,-5,-6,9
Cc1ccc([C@@H]2CC=C(C(=O)O)CN2S(=O)(=O)c2ccccc2C)cc1,-9,-10,-7,-3,1,-15,2,2,11
Cc1noc(C)c1NC(=O)N(C)C[C@H]1Oc2ccc(NS(=O)(=O)c3c(C)noc3C)cc2C(=O)N([C@H](C)CO)C[C@@H]1C,-9,5,-1,7,1,4,0,5,-10
COc1ccc(-c2cnn3c4c(c(C)nc23)CCN4C(C)C)cc1OC,-20,6,5,-5,-8,-4,-7,1,-281
CCn1c(SCC(=O)NC2CCCC2)nnc1-c1cccnc1,-12,-7,-5,-6,1,-10,-4,-6,9
Cc1sc2nc(C(C)Sc3n[nH]c(N)n3)[nH]c(=O)c2c1C (stereo not drawn),-5,2,-2,·,·,0,3,·,·
COc1ccc(OC)c(Nc2nc(-c3ccccc3O)nc3ccccc23)c1,0,-4,1,-7,10,5,5,9,22
c1ccc(-n2nnnc2SCc2cccc3nsnc23)cc1,-15,1,0,2,-1,-6,-1,11,9
COc1cc(NC(=O)CCNC(=O)Cn2cnc3sc4c(c3c2=O)CCCC4)cc(OC)c1OC,-9,-2,0,-8,1,-8,-6,5,12
CCOc1ccc(-n2c(=O)[nH]cc(C(=O)N3CCCc4ccccc43)c2=O)cc1,-13,1,-1,-7,1,-6,-9,-15,12
CCCCC(=O)Nc1ccc(NC(=O)c2cc(OC)c(OC)c(OC)c2)cn1,-4,11,-2,-8,-1,-4,-7,1,5
C/C(=N\Nc1ccc(C(F)(F)F)cc1[N+](=O)[O-])C(C)C,-14,-9,-1,-9,1,1,-6,8,18
Cc1ccccc1N(C(=O)CCC(=O)Nc1ccccn1)C(C(=O)NC(C)C)c1ccc(O)cc1 (stereo not drawn),·,·,·,0,3,·,·,8,-4
O=C(/C=C/c1ccco1)Nc1ccc(-c2nc3ccccc3[nH]2)cc1,·,·,·,-4,-16,·,·,1,-80
Cc1ccc(SCC(=O)N2CCC(C(N)=O)CC2)cc1,-13,-4,0,-4,3,-2,-3,-17,14
COc1ccccc1-n1c(=O)[nH]c2c(C(N)=O)nc(C3CCCCC3)nc21,6,14,4,-1,-2,-11,2,1,-92
CN1CCN(c2nc(NCCOC34CC5CC(CC(C5)C3)C4)nc(OCC(F)(F)F)n2)CC1,0,15,-3,-1,1,10,-1,6,23
NC1=NC(=O)C2(COC(c3cccnc3)OC2)S1 (stereo not drawn),0,3,3,-7,0,2,-6,-22,13
CCc1ccc(N2CC(C(=O)N3CCCC3)CC2=O)cc1 (stereo not drawn),-7,-2,0,-8,0,2,-5,-2,12

# Brought forward from above: five compounds, followed by the next part.
SMILES,SENP6 inh,UBC13 inh,MIN6 prolif,HKDC1 inh,SENP1 inh,SENP7 inh,SENP8 block-1,PfGluPho inh,SENP8 block-2
Cc1ccc(SCC(=O)N2CCC(C(N)=O)CC2)cc1,-13,-4,0,-4,3,-2,-3,-17,14
COc1ccccc1-n1c(=O)[nH]c2c(C(N)=O)nc(C3CCCCC3)nc21,6,14,4,-1,-2,-11,2,1,-92
CN1CCN(c2nc(NCCOC34CC5CC(CC(C5)C3)C4)nc(OCC(F)(F)F)n2)CC1,0,15,-3,-1,1,10,-1,6,23
NC1=NC(=O)C2(COC(c3cccnc3)OC2)S1 (stereo not drawn),0,3,3,-7,0,2,-6,-22,13
CCc1ccc(N2CC(C(=O)N3CCCC3)CC2=O)cc1 (stereo not drawn),-7,-2,0,-8,0,2,-5,-2,12
Cc1cccc(CN2CCOCCS2(=O)=O)c1,-17,2,0,-3,-1,0,-16,-5,10
NS(=O)(=O)c1cccc(NC(=O)COC(=O)C2(c3cccc(F)c3)CCCC2)c1,-15,8,0,-2,-1,1,-3,4,13
CCc1nn(CC(=O)N(C)C2CCCCC2)c(=O)c2cc3cc(C)ccc3n12,-8,-8,1,1,1,7,-1,18,-83
COc1ccc(Cn2c(C3CC3)nc3ccc(NC(=O)C4CC4)cc3c2=O)cc1,8,-2,-4,-1,-2,67*,38,15,-93
CCOC(=O)N1CCN(S(=O)(=O)c2ccc(C)cc2)C1c1ccc(OC)cc1 (stereo not drawn),4,1,-1,-2,3,-6,-5,1,28
CCCCSc1nc2c(=O)[nH][nH]c(=O)c2n1Cc1ccccc1,-16,-7,-1,5,1,-6,-3,-7,18
COc1cc(OC)c(C2C(C(=O)O)c3ccccc3C(=O)N2C)cc1OC (stereo not drawn),-11,3,-1,1,0,-3,0,-2,25
CCOC(=O)c1[nH]c(C)c(C(=O)OCC(=O)NC(C)c2ccc(F)cc2)c1C (stereo not drawn),-8,-20,-4,0,-1,-3,-3,-1,16
COc1ccc(N2CCC(CNC(=O)Nc3ccc(C)c(C)c3)C2)cc1 (stereo not drawn),5,-7,-4,8,-10,-4,0,26,7
CCN(CC(=O)Nc1ccc2c(c1)OCCO2)C(=O)c1cccc(OCC(C)C)c1,-2,6,-3,-2,1,2,5,-2,7
Cc1cc(C(=O)COc2cccnc2[N+](=O)[O-])c(C)n1-c1ccccc1,-8,13,-5,-2,-8,-4,-16,11,5
O=C(c1ccc(Cl)cc1)N(Cc1ccc(Br)cc1)N1C(=O)CCC1=O,-8,7,-4,0,2,-2,1,8,7
O=C(COC(=O)CNC(=O)C1CCCCC1)Nc1cc(C(F)(F)F)ccc1Cl,-4,7,-6,-6,0,6,3,0,8
COc1ccc(C(=O)NCC(c2ccco2)N2CCOCC2)cc1OC (stereo not drawn),5,7,-1,0,2,0,-5,-24,6
COc1cccc(N2CCN(C(=O)C3CCCN(c4ncnc5c4nc4n5CCCCC4)C3)CC2)c1 (stereo not drawn),-11,-4,10,7,2,9,-5,6,7
Cc1cc(NCc2ccccc2)nc(N2CCOCC2)n1,5,5,1,3,-25,3,-3,20,-32
Cc1nn(Cc2ccccc2)c(C)c1NC(=O)c1cccs1,1,-5,0,-4,-1,0,-7,-4,10
N=C(c1cccc([N+](=O)[O-])c1)N1CCCCC1,-5,-2,-1,1,2,11,0,-11,11
COc1ccc(NC(=O)CN(C)CC(=O)Nc2sc3c(c2C(N)=O)CCC3)cc1,-9,3,-1,1,-2,0,-1,10,-19
Nc1nc(N)c(-c2cccc(C(F)(F)F)c2)c(Cc2cccc(C(F)(F)F)c2)n1,·,·,·,4,1,·,·,38,10
COC(=O)C1C(O)=C(C=Nc2cccc3ccccc23)C(=O)CC1(C)C (stereo not drawn),13,2,-3,18,-33,14,5,3,-385
Cc1nn(-c2ccccc2)c(=S)n1-c1ccccc1,5,3,-2,-4,3,9,10,-6,20
Cc1cc(C(=O)COc2cccc([N+](=O)[O-])c2)c(C)n1C1CC1,58*,-1,0,0,-1,21,34,37,17
Cc1ccc(Cc2cnc(NC(=O)c3ccco3)s2)cc1,33,7,-5,-4,2,3,20,3,-14
C=CC[C@H](CC(=O)N(CCO)Cc1ccccc1)C(=O)N[C@H](COC(=O)[C@@H](CC=C)Cc1ccc(F)cc1)Cc1ccccc1,-7,1,-5,8,0,5,6,11,28
# Additional entries:
SMILES,SENP6 inh,UBC13 inh,MIN6 prolif,HKDC1 inh,SENP1 inh,SENP7 inh,SENP8 block-1,PfGluPho inh,SENP8 block-2
Cc1cnc(C)c(N2CCC(C(=O)NC(C)c3cccs3)CC2)n1 (stereo not drawn),-9,-4,-1,-2,1,-1,-6,12,-79
CN(CC(=O)Nc1ccc(F)cc1)C(=O)Cn1cnc2ccc(Cl)cc2c1=O,3,-2,-3,-4,2,6,-10,9,-10
COc1ccc(/C=C2\C(=O)NC(=S)N2C(=O)c2ccc(C)cc2)cc1,5,-20,-2,15,-107,1,-4,-19,-236
CS(=O)(=O)Nc1ccc(C(=O)NCCSCc2c(F)cccc2Cl)cc1,-6,4,4,5,1,2,6,-6,5
COCCNC(=O)CSCc1c(F)cccc1Cl,-25,-4,-1,-6,1,-4,-7,5,6
COCCn1c(=NC(=O)CCS(=O)(=O)c2ccccc2)sc2c(OC)ccc(OC)c21,5,39,-7,4,-21,4,-2,13,-115
FC(F)(F)C12CC(c3ccccc3)=NCCN1CCN2 (stereo not drawn),-2,5,-3,-7,-38,-9,-7,3,-58
O=C(CCl)N=c1sccn1Cc1ccc(Cl)cc1Cl,-16,9,-5,8,1,-4,-5,6,8
COc1ccc2[nH]cc(S(=O)(=O)c3ccc(C(C)C)cc3)c(=O)c2c1,1,-7,-4,-7,1,8,2,-11,-73
COc1cccc(CNc2cc(CSc3ccc(Cl)cc3)nc(C)n2)c1,-10,7,-3,1,-1,2,-10,-3,22
CCC(=O)Nc1ccc(C(=O)CSc2nnc(-c3ccc(NS(C)(=O)=O)cc3)n2C)cc1OC,9,-4,-3,6,2,5,-2,-8,14
O=C(OC1CCN(c2ncc(C(F)(F)F)cc2Cl)CC1)c1cccc(C(F)(F)F)c1,-4,-2,-5,2,1,7,-4,18,11
CCn1cc(C(=O)NCCC(=O)NC(C)C)c(=O)c2cc3c(cc21)OCO3,-2,9,-1,0,0,6,-1,7,-15
Cc1ccc(SCCN2CCN(Cc3ccccc3)CC2)cc1,10,1,-1,-4,3,-8,3,-1,5
Cc1ccc(C)c(S(=O)(=O)N2CCN(CC(=O)Nc3ccc4c(c3)CCC4)CC2)c1,-28,-3,-3,-3,3,-4,-16,19,2
O=C(COC(=O)CNC(=O)c1ccccc1)NC1CCCCC1,0,-2,-3,-5,1,14,5,-7,-1
Nc1ccc(NC(=O)Nc2ccc(N)cc2)cc1,·,·,·,2,3,·,·,-4,18
Fc1ccccc1NC(=S)N1CCN(c2ccccn2)CC1,-5,-9,-4,0,2,-2,-7,5,11
CCC1CCCCN1C(=O)CSc1nnc(-c2ccc(OC)cc2)o1 (stereo not drawn),-5,-5,-3,3,0,11,-8,4,0
Cc1cc(OC(C)C(=O)N2CCN(c3ccccc3)CC2)c2c(C)c(C)c(=O)oc2c1 (stereo not drawn),-1,7,0,-1,1,15,-9,9,-48
